Compound activity (PubChem)
Salmonella PhoP GFP: inhibitors of PhoP regulon expression, primary screen, Salmonella Typhimurium, GFP reporter (AID 1863); S. Typhimurium PhoP-regulated promoter GFP reporter, 4 h; higher % means a stronger effect; inhibition, % at 50 µM, or IC50 in µM where a hit was titrated; actives 0.16% (n = 300,000);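 active = inhibition over 29.93%, a cutoff 3 SD above the screen mean, later confirmed by dose response; inconclusive = inhibition over 29.93% but no dose response follow-up; inactive = inhibition at most 29.93% or unconfirmed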;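 note: 0% = low Mg2+ inducing control and 100% = high Mg2+ repressing control; strong numbers were not always called active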
RSV CPE inhibition: RSV antiviral activity via CPE protection, HEp-2 cells, primary 10 µM value included (AID 2391); HEp-2 cells, RSV-induced CPE inhibition; higher % means a stronger effect; one-dose CPE inhibition, % at 10 µM; IC50 in µM for titrated hits; actives 0.13% (n = 310,000); in the data active = a potency from the dose series; inconclusive = CPE inhibition mostly from about 23% at the one dose, without a potency; inactive = the rest, 99 in 100 with CPE inhibition below about 21%; note: strong numbers were not always called active
HIV peptide binding: inhibitors of HIV fusion peptide binding, primary screen, biochemical, uHTS, fluorescence dequenching (AID 1986) | cell-free peptide binding, fluorescence dequenching, 30 min; higher % means a stronger effect | inhibition, % at 20 µM; hits with a dose series show IC50 in µM | actives 0.3% (n = 290,000); in the data active = inhibition mostly above about 52%, no sharp cut-off; inactive = mostly below about 76%; note: some results filed as inactive read as strong as hits
SV40 large T antigen: TAg ATPase/helicase activity blockers – biochemical (AID 1903); SV40 large T antigen ATPase/helicase inhibition assay; higher % means a stronger effect; inhibition, % at 20 µM; hits with a dose series show IC50 in µM; actives 0.39% (n = 310,000); in the data active = a potency from the dose series; inconclusive = inhibition mostly from about 32% at the one dose, without a potency; inactive = the rest, 99 in 100 with inhibition below about 32%; note: strong numbers were not always called active
Dengue-2 NS5 capping: flavivirus cap methylation enzyme inhibition – biochemical, confirmation dose response, primary screen (AID 588689) | inhibition, % at 25 µM, or IC50 in µM where a hit was titrated | Dengue-2 NS5 methyltransferase capping enzyme assay, biochemical; higher % means a stronger effect | actives 0.3% (n = 340,000); in the data active = a potency from the dose series; inconclusive = inhibition above about 29% without an active follow-up result
GPR35 antagonists: inhibition of zaprinast-stimulated GPR35 beta-arrestin translocation – imaging, U2OS, beta-arrestin-GFP, zaprinast agonist, primary screen (AID 2058). U2OS GPR35 beta-arrestin-GFP translocation imaging, zaprinast antagonism; higher % means a stronger effect. inhibition, % at 10 µM, or IC50 in µM where a hit was titrated. actives 0.052% (n = 290,000);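 active = inhibition of at least 50% with at least 30 cells and total cytoplasm GFP at most 10,000,000; inconclusive = under 30 cells or total GFP of 10,000,000 plus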
GPR55 LPI antagonism: GPR55 antagonists blocking LPI-driven arrestin recruitment, primary screen, imaging, U2OS, beta-arrestin-GFP, LPI agonist (AID 2013); inhibition, % at 10 µM, or IC50 in µM where a hit was titrated; actives 0.13% (n = 290,000); U2OS GPR55 beta-arrestin-GFP translocation imaging, LPI antagonism; higher % means a stronger effect;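 active = spots per cell inhibited over 60%, with over 100 cells counted and total cytoplasm intensity under 500,000; inconclusive = wells with under 100 cells, flagged as likely toxic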;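 note: U2OS cells stably carrying GPR55 and arrestin-GFP stimulated by 5 µM LPI near EC80; imaged beta-arrestin-GFP aggregate spots per cell after agonist stimulation; plate controls were LPI-stimulated DMSO wells for no effect and DMSO wells without LPI for full effect; some results filed as inactive read as strong as hits; confirmed hits need IC50 under 10 µM and bright autofluorescent wells are also inconclusive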
K1F lysis inhibition: protection from phage-mediated lysis, alamar blue read-out – E. coli UTI89, K1F phage, bacterial capsule biogenesis inhibitors (AID 488966); E. coli UTI89 K1F phage lysis, alamar blue, 2 h; higher % means a stronger effect; actives 0.02% (n = 340,000); inhibition, % at 100 µM; hits with a dose series show IC50 in µM;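 active = phage lysis inhibition, versus mean bacterial control, above a set limit; inconclusive = no clear call, values can overlap the other calls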;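 note: capsule biogenesis inhibitors block K1F phage lysis so surviving cells raise fluorescence; higher fluorescence means more inhibition of phage lysis; actives were called in the ten point dose series up to 300 µM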
MgcRacGAP inhibition: MgcRacGAP GTPase-activating activity inhibitors, confirmation, biochemical, ADP Hunter fluorescence; MgcRacGAP-stimulated Rac1 GTP hydrolysis, ADP Hunter fluorescence; higher % means a stronger effect; GST-tagged Rac1 F28L mutant substrate; actives 0.6% (n = 340,000); inhibition, % at 30 µM, or IC50 in µM where a hit was titrated;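 active = first-screen hits whose inhibition reached a set limit at any dose in the follow-up dose series; inconclusive = inhibition above the set first-screen limit but never retested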;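 note: fluorescence reports GDP produced by GAP-driven GTP hydrolysis; strong numbers were not always called active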
Numbers without * were called inactive; ? = inconclusive; . = no result given; [ ] = another dose, or the depositor's remark. Rows are unselected (roughly 1.5% active in at least one column).

SMILES	Salmonella PhoP GFP	RSV CPE inhibition	HIV peptide binding	SV40 large T antigen	Dengue-2 NS5 capping	GPR35 antagonists	GPR55 LPI antagonism	K1F lysis inhibition	MgcRacGAP inhibition
COc1ccc(OC)c(CCNC(=O)CC2Oc3ccc(C)cc3NC2=O)c1 (centres undefined)	-4%	.	-1.1%	1%	-1%	0%	7%	-2.9%	-2%
CCOC(=O)N1CCN(C(=S)NC2CCCC2)CC1	-3%	1.9%	1.4%	-20%	2%	-8%	9%	0.2%	10%
N=c1n(CCCOc2ccc(Br)cc2)c2ccccc2n1CC(N)=O	4%	-0.8%	-0.8%	6%	2%	5%	-1%	3.8%[50 µM]	16%
C[C@H]1CN=C(N(C)C)N1CCC1CCCC1	.	-0.8%	.	19%	0%	.	.	4.3%	7%
Cc1ccc(C)c(-n2cc[nH]c2=S)c1	0%	2.4%	-0.2%	12%	-6%	-2%	-1%	2.3%	7%
Cc1cccn2c(=O)c(C=C(C#N)C#N)c(N3CCN(C)CC3)nc12	-6%	1.6%	-0.3%	11%	.	-18%	-3%	1.6%	13%
Cc1ccc(C(CC(=O)N2CCCC2)c2ccccc2)c(O)c1 (centres undefined)	10%	5.2%	0.9%	2%	-4%	-7%	2%	0.7%[50 µM]	5%
CCc1cc2c(NC(Cc3ccccc3)C(=O)O)nc(C)nc2s1 (centres undefined)	-3%	1.1%	1.7%	3%	0%	1%	12%	1.5%	4%
c1ccc2c(N3CCOCC3)nc(N3CCOCC3)nc2c1	6%	3.5%	4.1%	11%	-1%	-2%	-2%	-0.5%	6%
CC(=O)NS(=O)(=O)c1ccc(NC(=O)CCC2CCCC2)cc1	-2%	2.8%	-1.6%	0%	-7%	-4%	4%	1.9%	8%
CC(=O)COc1cccc2ccc(/C=C/c3ccc(Br)s3)nc12	0%	65%	-2.4%	9%	-10%	-2%	2%	-0.7%	-2%
CC(=O)N1CCc2cc(Br)cc(S(=O)(=O)N3CCN(C(=O)c4ccco4)CC3)c21	3%	1.7%	0.1%	6%	-12%	12%	-1%	-1.4%	10%
CCOCCCNC(=O)CCC(=O)NNc1nc2ccccc2c2nc(C)nn12	-2%	0.2%	0.1%	2%	0%	-6%	-2%	-0.1%	7%
CCOc1cc(N2CCOCC2)c(OCC)cc1NC(=O)c1ccc(OC(C)C)cc1	-7%	2.4%	-0.8%	11%	-5%	-5%	4%	0.6%	5%
OCC1(CCc2ccccc2)CCN(Cc2ccc(OC(F)F)cc2)CC1	2%	.	0.8%	7%	-5%	-3%	-7%	0.3%	8%
C=C(C)CSc1nc(N)c2c3c(sc2n1)CCC3	2%	1.1%	2.4%	14%	-10%	0%	-5%	1.9%	5%
CCCCCOc1ccc(C(=O)Nc2ccc(S(=O)(=O)Nc3cc(C)on3)cc2)cc1	0%	1.2%	1.9%	3%	-2%	4%	7%	0.5%	-2%
O=C(Nc1ccccc1C(=O)N1CCCCC1)NC1CCCCC1	-9%	-1.1%	-0.5%	-1%	1%	-8%	6%	2.4%	5%
CN(Cc1ccccc1)S(=O)(=O)c1ccc(Cl)c(C(=O)NCCc2ccccn2)c1	-3%	-0.3%	0.4%	7%	-4%	-8%	-7%	0.1%	3%
COc1ccc(NC(=O)COc2ccc3c(C)cc(=O)oc3c2)cc1S(=O)(=O)N1CCCCC1	-7%	2.2%	.	14%	2%	.	.	1.0%[50 µM]	10%
O=C1CCCc2c1[nH]c1c(Br)cccc21	14%	0.0%	-1.8%	8%	-5%	0%	10%	0.3%	2%
COc1cccc(NC(=O)CSc2nnc(Cc3cccn3C)n2-c2ccc(F)cc2)c1	0%	-0.2%	-1.4%	2%	-4%	-11%	2%	-1.0%	-15%
O=S(=O)(c1cccs1)N1CCN(Cc2nc3ccccc3s2)CC1	-4%	8.3%	-1.0%	6%	0%	1%	16%	-0.1%	6%
Cc1ccc(SCC(=O)OCC(=O)N(C)CC(=O)Nc2ccccc2Cl)cc1	-7%	-1.1%	.	3%	-4%	.	.	-0.8%	3%
CCOC(=O)c1c(/N=C/C2=C(O)CC(C)(C)CC2=O)sc(C)c1C	17%	2.7%	1.6%	19%	6%	-16%	-9%	0.5%[50 µM]	14%
SMILES	Salmonella PhoP GFP	RSV CPE inhibition	HIV peptide binding	SV40 large T antigen	Dengue-2 NS5 capping	GPR35 antagonists	GPR55 LPI antagonism	K1F lysis inhibition	MgcRacGAP inhibition
Cc1ccc(CNC(=O)C2CCC(CNS(=O)(=O)c3cccs3)CC2)cc1 (centres undefined)	10%	1.6%	3.0%	6%	0%	13%	1%	-0.1%	5%
CCOC(=O)CSc1nc(N2CCOCC2)c2c(c1C#N)CC(C)(C)N(C)C2	3%	-1.7%	4.8%	-2%	6%	20%	1%	0.1%	6%
CC(NC(=O)C1CCN(C(=O)Nc2ccccc2)CC1)c1ccccc1Cl (centres undefined)	.	-0.3%	.	.	-7%	.	.	-0.6%	4%
C/C=C/C(=O)Nc1cccc(C2=NOC3(C2)C[C@@H](C(N)=O)N(C(=O)c2cc([N+](=O)[O-])cc([N+](=O)[O-])c2C)C3)c1 (some centres undefined)	0%	0.0%	-0.3%	4%	-4%	-10%	-9%	-0.2%	3%
CC1CN(C(=S)Nc2ccc(F)cc2F)CC(C)O1 (centres undefined)	-3%	1.1%	-0.8%	12%	-6%	19%	9%	0.5%[50 µM]	4%
CCC(=O)c1ccccc1OCCN1CCN(Cc2ccccc2)CC1	-2%	-1.0%	0.3%	-1%	-2%	3%	7%	0.3%	?
COc1cc(CNCCCN2CCOCC2)ccc1OCC(=O)NC(C)(C)C	-1%	-0.4%	-1.1%	-1%	2%	0%	3%	0.5%	1%
Cc1cccc(CN2CCC(C(=O)Nc3ccc(-n4nc(C)cc4C)cc3)CC2)n1	4%	0.0%	1.5%	7%	0%	12%	-16%	1.7%[50 µM]	5%
O=S(=O)(c1cccc(COc2c(Cl)cccc2Cl)c1)N1CCOCC1	10%	11%	.	-6%	-2%	.	.	-0.6%[50 µM]	4%
O=C(Nc1ccc2c(c1)OCO2)Nc1ccc(Br)cn1	-3%	2.7%	-1.1%	11%	-1%	-4%	-4%	-0.3%	-2%
FC(F)(F)c1cccc(Oc2nc(-c3ccccc3)nnc2C(F)(F)F)c1	-24%	0.8%	0.0%	15%	-8%	4%	11%	-0.1%	5%
Cn1cc(Cl)c(C(=O)NNC(=S)Nc2cccc(Cl)c2)n1	-14%	1.9%	0.5%	25%	-5%	0%	6%	0.6%	13%
CC(C)c1ccccc1NCC(=O)N1CCN(Cc2ccccc2)CC1	0%	-0.6%	-0.2%	27%	-3%	7%	1%	0.1%	9%
Clc1ccc(-c2cc3ccccc3nc2N2CCCC2)cc1	19%	0.5%	1.2%	-1%	-15%	-8%	17%	-0.3%	2%
COc1ccc(NC(=O)CN2CCC3(O)CCCCC3C2c2cc(OC)ccc2OC)cc1 (centres undefined)	9%	-1.8%	1.7%	1%	6%	15%	7%	0.8%	11%
COc1ccc(OC)c(NC(=O)C2CCCN(S(=O)(=O)c3cccc4nonc34)C2)c1 (centres undefined)	-6%	-0.9%	0.6%	2%	-4%	39%	-18%	1.8%[50 µM]	9%
O=C1CSC(c2ccccc2[N+](=O)[O-])N1c1ccc(O)cc1 (centres undefined)	-6%	1.4%	-4.0%	17%	-1%	8%	15%	0.0%	8%
COc1ccc(CNC(=O)C(OC(C)=O)c2ccccn2)cc1 (centres undefined)	-2%	-0.4%	-2.8%	11%	-5%	10%	13%	0.8%	2%
O=C(N/N=C\c1ccc([N+](=O)[O-])s1)C1COc2ccccc2O1 (centres undefined)	-8%	1.5%	1.2%	11%	-1%	-4%	4%	-2.6%[50 µM]	9%
O=C(Nc1nc(-c2ccccc2)cs1)c1cccnc1	3%	6.1%	1.6%	18%	-5%	-5%	-1%	5.9%	5%
FC(F)(F)c1ccccc1NC1=NCCC1	0%	-0.3%	0.7%	9%	1%	-10%	-5%	-8.0%	2%
O=C(C[n+]1ccccc1)N/N=C/c1ccc(C(=O)O)cc1	.	2.2%	.	.	2%	.	.	-0.4%	2%
Cn1c(N)c(C(=O)Nc2ccc3ccccc3c2)sc1=S	1%	1.7%	4.9%	3%	3%	3%	-6%	-0.2%	6%
COc1ccc(N2CCN(C(CNC(=O)C(=O)NCC3CCCO3)c3ccco3)CC2)cc1 (centres undefined)	7%	-0.3%	-2.1%	?	-5%	8%	2%	1.4%[50 µM]	24%
CCN(CC)c1ccc(NC(=O)CSc2ccsc2[N+](=O)[O-])c(C)c1	-3%	0.6%	4.7%	16%	-1%	9%	3%	2.9%[50 µM]	15%
SMILES	Salmonella PhoP GFP	RSV CPE inhibition	HIV peptide binding	SV40 large T antigen	Dengue-2 NS5 capping	GPR35 antagonists	GPR55 LPI antagonism	K1F lysis inhibition	MgcRacGAP inhibition
COc1cc(NS(=O)(=O)c2c(C)oc3c(F)c(F)c(F)c(F)c23)cc(OC)c1OC	-7%	8.8%	0.5%	10%	-4%	-5%	6%	-1.2%[50 µM]	7%
O=C(COC(=O)c1ccccc1NC(=O)c1ccco1)NC1CC1	-7%	2.5%	-0.3%	-2%	3%	-13%	4%	1.2%	5%
COCCNC(=O)C(c1ccccc1C)N(CCOC)C(=O)Cn1nnc2ccccc21 (centres undefined)	-11%	0.0%	3.1%	11%	-5%	-8%	4%	0.2%	3%
Cc1cccc(N2CCN(C(=O)c3ccc(CNc4c(N5CCC(C)CC5)c(=O)c4=O)cc3)CC2)c1C	-4%	22%	-1.4%	6%	3%	0%	7%	1.5%	2%
CCn1c(=O)cc(N2CCOCC2)[nH]c1=O	0%	0.4%	-0.4%	5%	-1%	6%	4%	0.2%	13%
C=CCN(c1ccccc1)S(=O)(=O)c1cccc(C(=O)NCC(c2ccccc2OC)N2CCCC2)c1 (centres undefined)	1%	1.3%	.	8%	-4%	.	.	0.3%[50 µM]	9%
CCCCOc1nc(N)nc(-c2ccccc2)n1	1%	-0.4%	-0.4%	20%	-2%	-9%	-7%	0.0%	5%
COc1ccc(C(c2nnnn2CS(=O)(=O)c2ccc(C)cc2)N2CCN(Cc3ccccc3)CC2)cc1 (centres undefined)	.	9.1%	.	.	-1%	.	.	-0.6%	6%
CCC(C)[C@H]1CNCCN1CCc1cc(C(F)(F)F)cc(C(F)(F)F)c1 (some centres undefined)	.	0.8%	.	7%	-1%	.	.	-11%	5%
